Source: PubChem (several laboratories)
SDO1 yeast rescue – restores growth of sdo1-depleted yeast. AID 817. z-score at 10 µM. S. cerevisiae sdo1-depleted JHY4D growth rescue, OD600 30 h; stronger effect = higher value; pdr5 snq2 efflux-pump mutant strain. actives 0.21% (n = 140,000);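 active means z-score above 3 at both the 24 hr and the 30 hr optical density reads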;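 further: z-score against mean and SD of all compound wells on the same plate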
Insulin prom inh – TRM-6 insulin promoter activity inhibition. TRM-6 cells (human fetal islet line), insulin promoter-eGFP reporter, imaging; reporter expression induced with tamoxifen. inhibition, % at 2 µM. actives 0.9% (n = 130,000). AID 1273;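 active means inhibition above the mean plus 3 SD, with well images judged a real hit on visual review, cut at about 60% in these data, passing the limit was not always enough; inconclusive means inhibition over the cutoff but images rejected on review; inactive means inhibition not above the cutoff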
SDO1 yeast rescue Rescue 24 h – second read-out of SDO1 yeast rescue, no call of its own (marks repeat the call); z-score; S. cerevisiae sdo1-depleted JHY4D growth rescue, OD600; measured here: growth rescue at 24 h;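 0 is the plate mean of compound wells and units are plate SD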
Numbers without * were called inactive; ? = inconclusive; . = not tested or not shown. Some of the compounds tested; the hit share may differ from the screen's.

SDO1 yeast rescue	SDO1 yeast rescue Rescue 24 h	Insulin prom inh	molecule
-1.2	-0.72	-57	Cc1ccc(S(=O)(=O)Oc2ccccc2N2C(=O)C3CC=CCC3C2=O)cc1 (stereo not given)
0.67	0.16	21	CCCCCCC1CC(/C(C)=N\NC(N)=O)OC1=O (stereo not given)
-0.84	-1.2	.	COC(=O)c1sc2nc(C)c([N+](=O)[O-])c(C)c2c1N
0.32	-0.36	.	CC(C)(C)C(=O)Nc1nnc(-c2ccncc2)o1
-0.25	-0.53	-14	COc1ccc(S(=O)(=O)N2CCN(C(=O)c3c(C)nn(-c4ccccc4)c3Cl)CC2)cc1
0.33	-0.15	6	CC1CCCCN1C(=O)CSc1nnc(Cc2ccccc2)n1C (stereo not given)
-1.9	-0.52	10	Cc1cc(OCC(=O)Nc2ccncc2)c(C)cc1Br
.	.	45	CCCC(=O)NCc1ccccc1Cl
.	.	0	COc1ccc(C(C(=O)Nc2ccc(C(C)C)cc2)N(Cc2ccco2)C(=O)CC2NC(=O)NC2=O)cc1 (stereo not given)
0.02	-0.02	-14	COc1ccc(Cn2nnnc2C(c2ccccc2Cl)N2CCN(C3CCCC3)CC2)cc1 (stereo not given)
-0.17	0.29	-14	COc1ccc(CC(=O)N2CC3(C)CC2CC(C)(C)C3)cc1 (stereo not given)
0.57	-0.37	30	CC(=O)Nc1ccc(C(=O)N(C)C(C(=O)Nc2ccc(C)cc2)c2ccccn2)cc1 (stereo not given)
-0.33	-0.56	23	C[C@@H](C(=O)NCc1ccccc1)[C@@H]1C[C@@]1(C)[C@@H](NC(=O)OCc1ccccc1)c1ccccc1
-0.26	-0.88	38	O=C(OCCN1CCCCC1)c1cc2ccccc2o1
0.25	-0.5	.	COc1ccccc1N(CC(N)=O)S(=O)(=O)c1ccc(C)cc1
-1.8	-0.92	.	COc1cccc(C(=O)N2CCN(C3CCC(c4ccccc4)CC3)CC2)c1OC (stereo not given)
0.02	0.63	-4	Cc1noc(C)c1C(=O)NCc1ccccc1
-1.4	-0.57	-72	Cn1c(SCC(=O)N/N=C/c2ccc([N+](=O)[O-])s2)nnc1-c1ccccc1
-1.1	-0.61	32	CCn1c(O)c(N=NC2=NC(=O)CS2)c2cc(C)ccc21
0.38	0.05	-57	CC(=O)Nc1cccc(/C(C)=N/NC(=O)c2ccccc2Cl)c1
2	2.9	.	Cn1c(=O)c2c(nc(CN3CCN(c4ccccc4)CC3)n2Cc2c(F)cccc2Cl)n(C)c1=O
0.71	0.37	.	O=C(NCCc1ccccn1)C(F)(F)C(F)(F)C(F)(F)C(F)(F)C(F)(F)C(F)(F)C(F)(F)C(F)F
.	.	14	Cc1cc(NS(=O)(=O)c2ccc(Br)s2)no1
-1.3	-0.83	10	COc1cc(CNCCSc2nnnn2C)cc(Br)c1OCc1ccccc1F
.	.	25	CCn1cc(C(=O)OCC(=O)Nc2cccc(Cl)c2Cl)c(=O)c2ccc(C)nc21
1.5	1.4	-56	Cc1cc(N2CCC(C)CC2)nc2ccc(N3C(=O)CCC3=O)cc12
.	.	-7	CCNC(=S)N/N=C/c1ccccc1[N+](=O)[O-]
.	.	15	CCOc1ccc(NC(=O)c2ccc(NC(=S)NC3CCCCC3)cc2)cc1
.	.	-7	Cc1ccc(N(C)S(=O)(=O)c2cccc(C(=O)Nc3nnc(C4CC4)s3)c2)cc1
0.46	0.17	-11	CCOCCCN(Cc1cc2cc(C)cc(C)c2[nH]c1=O)C(=O)N(CC)CC
0.39	0.15	-15	O=C(O)/C=C/C(=O)Nc1ccc(Oc2ccc(NC(=O)/C=C/C(=O)O)cc2)cc1
0.36	0.16	-21	COc1ccc(Cl)cc1C(=O)NNC(=O)c1cccnc1
-0.34	-0.34	0	COc1cc(C(=O)N2CCN(c3ccc([N+](=O)[O-])cc3)CC2)ccc1OCc1c(C)noc1C
-1.4	-0.85	-47	Cc1cc2occ(CC(=O)NCc3cccs3)c2cc1C(C)C
0.32	-0.28	-100	CSc1sc2ccccc2[n+]1CCCS(=O)(=O)[O-]
-1.3	-0.63	.	CSc1nc(-c2ccccc2)nc(C(Cl)Cl)n1
0.63	0.43	-24	Cc1cccc(OCC(=O)Nc2cc(C)c(C)cc2O)c1
0.08	-0.54	?	Cc1ccc(C(=O)CSc2nc(C)cc(C)c2C(N)=O)cc1
0.24	-0.19	77*	COc1ccc(Nc2nc(N)nc(CSc3nncn3C)n2)cc1
.	.	-14	CC1CC(C)CN(C(=O)C(C)N(C)CC(=O)Nc2ccccc2Cl)C1 (stereo not given)
0.47	0.37	-19	Cn1c2ccccc2c2c(C(=O)NCCCN3CCCC3=O)cn(C3CCCCC3)c(=O)c21
-0.39	-0.75	.	CCOC(=O)c1ccc(S(=O)(=O)N2CCN(CC3CC=CCC3)CC2)cc1 (stereo not given)
1.6	1.5	-37	Cn1c(CCCCCN)nc2ccccc21
0.29	0.35	-21	S=C(NCc1cccs1)Nc1ccccc1
1.3	0.1	.	CCCc1cc(=O)oc2c(CN3CCCC3)c(O)ccc12
-1.1	-1.8	-6	CCOC(=O)N1CCN(C(=O)CSc2nc3ccccc3c(=O)n2-c2ccccc2)CC1
0.17	2	21	O=C1c2ccccc2C(=O)c2c(NCc3cccnc3)cccc21
0.12	0.27	21	CCOC(=O)CNC(=O)CSc1ncnc2c1cnn2-c1ccc(C)cc1
0.23	-0.29	14	O=C(NCCc1c[nH]c2ccccc12)[C@@H]1C[C@H]1[C@@H](NP(=O)(c1ccccc1)c1ccccc1)c1ccccc1
.	.	-18	c1ccc(-c2nnc(OCC3CCCO3)c3ccccc23)cc1 (stereo not given)

(more compounds)
SDO1 yeast rescue	SDO1 yeast rescue Rescue 24 h	Insulin prom inh	molecule
0.27	-0.37	.	COc1ccc(OCc2cn3c(C)cc(C)nc3n2)cc1
0.38	-0.05	3	Cc1ccc(-c2nc(-c3ccccc3)no2)cc1
-0.48	-0.57	12	Cc1ccc(CSCCNC(=O)CSCc2ccc([N+](=O)[O-])cc2)cc1
0.17	2	28	Cc1ccc2nc(Nc3ccc4[nH]c(=O)[nH]c4c3)c(-n3nc(C)cc3C)nc2c1
.	.	-100	CC(=O)/C=C1\N(C)c2ccc(C)cc2C1(C)C
-1.1	-1.3	33	CCCCCOCC1CC(C/C(C)=N/Nc2nc(-c3ccccc3)cs2)C(=O)O1 (stereo not given)
.	.	41	CC(C)(C)NCC(O)COc1ccc(Br)cc1 (stereo not given)
1.5	2.3	.	O=C(CC(Sc1n[nH]c(-c2ccccc2)n1)c1ccccc1)NCc1ccccc1 (stereo not given)
0.74	-0.02	38	c1ccc2sc(NC3=NCN(C4CCCCC4)CN3)nc2c1
0.41	0.72	-11	CCN(CC(=O)NCCc1ccccc1)S(=O)(=O)c1ccc(C)cc1

Of the compounds above, 2 contain a tert-butyl group.
SDO1 yeast rescue	SDO1 yeast rescue Rescue 24 h	Insulin prom inh	molecule
0.32	-0.36	.	CC(C)(C)C(=O)Nc1nnc(-c2ccncc2)o1
.	.	41	CC(C)(C)NCC(O)COc1ccc(Br)cc1 (stereo not given)

Insulin prom inh: hit marks shown above
SDO1 yeast rescue	SDO1 yeast rescue Rescue 24 h	Insulin prom inh	molecule
0.24	-0.19	77*	COc1ccc(Nc2nc(N)nc(CSc3nncn3C)n2)cc1

Additional structures
SDO1 yeast rescue	SDO1 yeast rescue Rescue 24 h	Insulin prom inh	molecule
-0.6	-1	.	COCCN(C(=O)CCCC(=O)Nc1ccccn1)C(C(=O)NC1CCCC1)c1ccc(C)cc1 (stereo not given)
0.02	-0.7	-38	CS(=O)(=O)N(CC(=O)Nc1ccc2c(c1)OCO2)Cc1ccc(Cl)cc1
0.56	0.65	62	O=C(Cc1ccccc1F)Nc1ccc(Cl)nc1
-0.74	0.34	13	CC(=O)c1cc2c(cc1NC(=O)CN1CCC(Cc3ccccc3)CC1)OCO2
.	.	-75	CCOc1ccc(OCCn2c(=S)[nH]c3c(N)ncnc32)cc1
.	.	33	FC(F)(F)c1ccc(NC(=S)NC2CCCCC2)cc1
0.23	-0.33	.	CCNC(=O)c1c(C)[nH]c(C(=O)OCC)c1C
-0.44	-0.99	14	COc1ccc(N(C(=O)c2cccc(OC)c2OC)C2C=CS(=O)(=O)C2)c(OC)c1 (stereo not given)
.	.	-28	CCOC(=O)CNC(=O)CSc1nnc(-c2ccccc2)c(-c2ccccc2)n1
0.71	0.63	-41	O=C(NCc1ccccc1)C1CCN(S(=O)(=O)N2CCCCCC2)CC1
-0.48	-0.96	-6	Cc1ccc(NC(=O)Cn2c(=O)n(Cc3ccco3)c(=O)c3ccccc32)c(C)c1
1.4	2.2	24	O=C(NNC(=O)c1cccs1)c1ccc(Cl)cc1
0.67	-0.08	.	O/N=C1/CCCSc2ccccc21
1.5	1.4	14	COc1ccc(CN2C(=O)NC3(CCCCC3)C2=O)cc1F
1.6	3.3	2	CCOC(=O)C1=C(C)NC(=O)NC1
-1.2	-0.72	.	COc1ccc(N2CCN(C(c3cc(OC)ccc3OC)c3nnnn3Cc3ccco3)CC2)cc1 (stereo not given)
-0.17	-0.71	.	COCCCN=C(c1ccco1)n1c(=S)nc(-c2ccco2)n(CCCOC)c1=S
-1.9	-1.2	-17	Cc1ccc(/C(N)=N/OC(=O)c2ccc3c(c2)OCO3)cc1
0.07	-0.1	9	Cc1nnc(SCC(=O)Nc2nc(C(C)(C)C)cs2)s1
1.3	1.1	-22	CC/C(=N\NC(=O)c1csc(C)c1C)c1cccs1
0.35	-0.56	-30	O=C(CCCO)N/N=C/c1ccccc1[N+](=O)[O-]
-0.24	-0.11	?	COc1ccc(CNC(=O)c2cnn3c(C(F)F)cc(C)nc23)cc1
-2	-1.8	-14	Cn1c(=O)[nH]c(=O)c2c1nc(N1CCCCCC1)n2CCCSc1nc2ccccc2o1
0.81	1.2	-64	Cc1nc2ccc(S(=O)(=O)NCC(=O)N3CCC(N4CCCCC4)CC3)cc2s1
0.75	0.62	14	O=C1NC(=S)N/C1=C/c1cc([N+](=O)[O-])ccc1O
.	.	28	O=C(Cc1ccccc1)N1CCNCC1
0.28	0.37	.	CCOC(=O)CN1CC23C=CC(O2)C(C(=O)O)C3C1=O (stereo not given)
0.39	-0.04	0	Cc1c(O)nc(SC2CC(=O)N(c3ccccc3)C2=O)[nH]c1=O (stereo not given)
1.2	0.8	.	O=C1CSC(=Nc2ccccc2)N1
-1	-1.1	-254	CCCCCNC(=O)c1cc(S(=O)(=O)N2CCCCC2)ccc1F

Compound profiles, as listed above. Screens in order: SDO1 yeast rescue, SDO1 yeast rescue Rescue 24 h, Insulin prom inh
CCCCCNC(=O)c1cc(S(=O)(=O)N2CCCCC2)ccc1F as listed: -1, -1.1, -254
O=C(CCCO)N/N=C/c1ccccc1[N+](=O)[O-] as listed: 0.35, -0.56, -30
O=C(Cc1ccccc1)N1CCNCC1 as listed: ., ., 28
CCOC(=O)CN1CC23C=CC(O2)C(C(=O)O)C3C1=O (stereo not given) as listed: 0.28, 0.37, .

Other entries
SDO1 yeast rescue	SDO1 yeast rescue Rescue 24 h	Insulin prom inh	molecule
-0.87	-0.12	-3	O=C(Nc1ccc(S(=O)(=O)N2CCCCC2)cc1)c1ccc(CN2CCc3ccccc3C2)cc1
0.54	0.03	51	CCCCOCCCNC(=O)COc1ccccc1
.	.	25	CCCCNC(=O)CSc1nc(CCC)nc2ccccc12
-0.66	0.51	50	O=C(CSc1nc2ccc(NC(=O)CSc3nnnn3Cc3ccccc3)cc2s1)Nc1ccccc1
0.13	-0.1	-21	CCOc1cc(OCC)cc(C(=O)Nc2cccnc2)c1
0.33	-0.06	.	COC(=O)CC1=NC(=O)CS1
1.1	0.98	62	Cc1cc(C(=O)Nc2ccon2)cs1
.	.	17	O=C(Nc1ncc(Cc2cccc(Cl)c2Cl)s1)C1CCCO1 (stereo not given)
-0.96	0.16	-167	CCN1C(=O)S/C(=C/c2c(OCc3ccc(C(=O)O)cc3)ccc3ccccc23)C1=O
-0.11	-0.96	.	COc1cccc(-c2nn3c(-c4ccccn4)nnc3s2)c1
-1.4	-0.92	-12	Cc1ccn2cc(C(=O)Nc3ccccc3N3CCOCC3)nc2c1
.	.	33	Nc1nonc1N/N=C/c1c(O)ccc2ccccc12
1.5	1.7	5	CCSCCC(NC1=CC(=O)CC(C)(C)C1)C(=O)O (stereo not given)
0.72	-0.43	.	COc1ccc(NC(=O)Cn2cccc2)c(OC)c1
0.59	0.19	28	O=C(CN1CCCC1=O)NC1C2CC3CC(C2)CC1C3 (stereo not given)
0.05	-0.29	0	Cn1c(=O)[nH]c(=O)c2c1nc(CN1CCN(Cc3ccccc3)CC1)n2CC(N)=O
0.35	0.12	58	Cc1cccc(Cn2c(NCCO)nc3c2c(=O)n(C)c(=O)n3C)c1
-0.6	-0.37	.	CCCCCCOC1(c2ccccc2)OC(=O)c2ccccc21 (stereo not given)
.	.	48	Cc1nn(C)cc1[C@@H]1C[C@H]2CN(Cc3cccc(Cl)c3)C(=O)[C@]23CCCN13
-0.38	-0.04	-62	CCCCNC(=S)N(Cc1ccco1)Cc1cc2cc3c(cc2[nH]c1=O)OCCO3
-0.17	-0.35	-3	CCOC(=O)Cn1nnc(-c2ccc(SC)cc2)n1

Random excerpt: 3 compounds from above, in no set order.
SDO1 yeast rescue	SDO1 yeast rescue Rescue 24 h	Insulin prom inh	molecule
.	.	28	O=C(Cc1ccccc1)N1CCNCC1
1.1	0.98	62	Cc1cc(C(=O)Nc2ccon2)cs1
0.81	1.2	-64	Cc1nc2ccc(S(=O)(=O)NCC(=O)N3CCC(N4CCCCC4)CC3)cc2s1
